Rac1 GTP hydrolysis = MgcRacGAP GTPase-activating activity inhibitors, confirmation, biochemical, ADP Hunter fluorescence; inhibition, % at 30 µM, or IC50 in µM where a hit was titrated; MgcRacGAP-stimulated Rac1 GTP hydrolysis, ADP Hunter fluorescence; higher % means a stronger effect; GST-tagged Rac1 F28L mutant substrate; 340,000 tested, 0.6% active; AID 624330;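 active = first-screen hits whose inhibition reached a set limit at any dose in the follow-up dose series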;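 note: fluorescence reports GDP produced by GAP-driven GTP hydrolysis; strong numbers were not always called active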
NTR1 ag = NTR1-driven beta-arrestin-GFP spot formation – imaging, U2OS cells, high content, primary screen (AID 493036); P30989; agonist mode; activation, % at 20 µM; 330,000 tested, 0.17% active;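 active = activation at or above 40% of the spot to cytoplasm intensity ratio, with at least 20 cells analyzed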;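 note: 0% = DMSO without peptide and 100% = 100 nM NTR1 peptide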
Target sequence (P30989 whole entry, looked up): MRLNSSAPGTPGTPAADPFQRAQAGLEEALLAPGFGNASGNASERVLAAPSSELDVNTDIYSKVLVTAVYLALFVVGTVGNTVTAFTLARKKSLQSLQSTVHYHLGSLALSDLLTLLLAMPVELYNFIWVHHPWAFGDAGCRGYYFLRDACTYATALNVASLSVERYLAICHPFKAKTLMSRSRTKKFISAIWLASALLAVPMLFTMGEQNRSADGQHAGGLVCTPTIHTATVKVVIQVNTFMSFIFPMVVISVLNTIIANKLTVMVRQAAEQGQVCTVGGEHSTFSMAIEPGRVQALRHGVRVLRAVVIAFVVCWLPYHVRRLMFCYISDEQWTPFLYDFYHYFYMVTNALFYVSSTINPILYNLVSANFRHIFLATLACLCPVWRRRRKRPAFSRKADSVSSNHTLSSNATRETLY
RSV antiviral HEp-2 = RSV antiviral activity via CPE protection, HEp-2 cells, primary 10 µM value included (AID 2391) | HEp-2 cells, RSV-induced CPE inhibition; higher % means a stronger effect | CPE inhibition, % at 10 µM; hits with a dose series show IC50 in µM | 310,000 tested, 0.13% active; in the data active = a potency from the dose series; note: strong numbers were not always called active
UTI89 phage lysis = inhibition of K1F phage lysis, E. coli UTI89, bacterial capsule biogenesis inhibitors, alamar blue (AID 488966); inhibition, % at 100 µM, or IC50 in µM where a hit was titrated; 340,000 tested, 0.02% active; E. coli UTI89 K1F phage lysis, alamar blue, 2 h; higher % means a stronger effect;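 active = phage lysis inhibition, versus mean bacterial control, above a set limit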;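 note: capsule biogenesis inhibitors block K1F phage lysis so surviving cells raise fluorescence; higher fluorescence means more inhibition of phage lysis; actives were called in the ten point dose series up to 300 µM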
TNAP activators = stimulation of alkaline phosphatase TNAP activity – biochemical, luminescent, no phosphate acceptor, uHTS, primary screen (AID 1001) | purified TNAP, luminescent activation assay, no phosphate acceptor; higher activation fold means a stronger effect | activation fold at 20 µM, or EC50 in µM where a hit was titrated | 200,000 tested, 0.03% active; in the data active = activation fold from about 3, or a potency from the dose series; inactive = the rest, 99 in 100 with activation fold below about 1.6; note: many of its hits are not listed in these tables
Myeloid diff 2 = myeloid differentiation induction | ER-HoxA9 myeloid progenitors, lysozyme-GFP differentiation, flow cytometry | calls only at 10 µM | 360,000 tested, 1% active;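 active = normalized GFP-positive differentiation at or above the plate's own cutoff, the solvent-only control mean plus 3 SD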;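 note: cells exposed to compound for four days before flow analysis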
Large T inhibition = SV40 large T antigen inhibitors, biochemical (AID 1903); SV40 large T antigen ATPase/helicase inhibition assay; higher % means a stronger effect; inhibition, % at 20 µM; hits with a dose series show IC50 in µM; 310,000 tested, 0.39% active; in the data active = a potency from the dose series; note: strong numbers were not always called active
T cell modulator = modulates CD8 T cell binding to vesicles; 330,000 tested, 0.068% active; calls only at 7 µM; 2C CD8+ T cell-vesicle binding, flow cytometry; hits give low values;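 active = response, share of CD8 T cells binding vesicles, and their 90th percentile fluorescence all below set limits, cut at about 80% in these data, passing the limit was not always enough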
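Benchmarks: naked versus QL9-loaded vesicles / Assay system: purified 2C TCR transgenic mouse naive CD8+ T cells / Technique: high-throughput flow cytometry with anti-B7-1 and anti-CD8 staining / Timing: Cell–vesicle co-incubation 1.5 h at 37 °C, staining 20 min on ice / Read-out: percent CD8+ FL2 mean versus row control / Probe or stimulus: QL9-loaded Drosophila micro-vesicles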
PhoP inhibition = PhoP-dependent GFP reporter repression – Salmonella Typhimurium, primary screen (AID 1863); S. Typhimurium PhoP-regulated promoter GFP reporter, 4 h; higher % means a stronger effect; inhibition, % at 50 µM, or IC50 in µM where a hit was titrated; 300,000 tested, 0.16% active;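 active = inhibition over 29.93%, a cutoff 3 SD above the screen mean, later confirmed by dose response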;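 note: 0% = low Mg2+ inducing control and 100% = high Mg2+ repressing control; strong numbers were not always called active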
T cell modulator vesicle-bound % = also measured in T cell modulator; calls as there; double positive events, %; measured here: CD8+ vesicle-bound cell fraction;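 binding gate set so that unloaded-vesicle control wells show 10% double positive cells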
NTR1 ag cell count 20 µM = recorded beside NTR1 ag, whose call it bears; cell count; measured here: cell count, cytotoxicity flag
Myeloid diff 2 GFP+ MAC1+ % = recorded beside Myeloid diff 2, whose call it bears; GFP+ MAC1+ double positive, %; measured here: differentiation confirmed by MAC1 staining
Active calls of the source: *; [ ] = remark or other dose.

CC[n+]1c(/C=C/Nc2ccccc2)sc2ccccc21 was read as Rac1 GTP hydrolysis 8%, NTR1 ag 2.9, RSV antiviral HEp-2 1.8%, UTI89 phage lysis 4.4%, TNAP activators 1, Myeloid diff 2 inactive, Large T inhibition 9%, T cell modulator inactive, PhoP inhibition -21%, T cell modulator vesicle-bound % 41, NTR1 ag cell count 20 µM 57 and Myeloid diff 2 GFP+ MAC1+ % 1.8.
`FC(F)(F)c1cccc(-c2nc(-c3ccncc3)no2)c1` gave RSV antiviral HEp-2 2.8%, UTI89 phage lysis 1.2%[50 µM], Myeloid diff 2 inactive, Large T inhibition 2%, T cell modulator inactive, PhoP inhibition 6%, T cell modulator vesicle-bound % 53 and Myeloid diff 2 GFP+ MAC1+ % 1.3.
Screening COc1ccc(OC)c(C(O)c2nc3ccccc3n2C)c1 (centres undefined) returned Rac1 GTP hydrolysis 6%, NTR1 ag 0.8, RSV antiviral HEp-2 -2.2%, UTI89 phage lysis -0.1%, Myeloid diff 2 inactive, Large T inhibition 16%, T cell modulator inactive, PhoP inhibition 12%, T cell modulator vesicle-bound % 31, NTR1 ag cell count 20 µM 64 and Myeloid diff 2 GFP+ MAC1+ % 1.1.
Screening NNC(=O)CSc1nnnn1-c1ccccc1 returned Rac1 GTP hydrolysis 8%, NTR1 ag 0.2, RSV antiviral HEp-2 1.4%, UTI89 phage lysis 0.4%, Myeloid diff 2 inactive, Large T inhibition 0%, T cell modulator inactive, PhoP inhibition 5%, T cell modulator vesicle-bound % 27, NTR1 ag cell count 20 µM 60 and Myeloid diff 2 GFP+ MAC1+ % 0.2.
CN(C(=O)c1ccc(Cl)c([N+](=O)[O-])c1)C1(C)CCS(=O)(=O)C1 (centres undefined) was read as Rac1 GTP hydrolysis 4%, NTR1 ag -0.6, RSV antiviral HEp-2 0.0%, UTI89 phage lysis 0.4%[50 µM], Myeloid diff 2 inactive, Large T inhibition 11%, T cell modulator inactive, PhoP inhibition -7%, T cell modulator vesicle-bound % 50, NTR1 ag cell count 20 µM 48 and Myeloid diff 2 GFP+ MAC1+ % 0.2.
For O=S1(=O)CCC(n2ncc3c2/C(=C/c2ccccc2)CC3)C1 (centres undefined) the results were Rac1 GTP hydrolysis 9%, NTR1 ag 0.5, RSV antiviral HEp-2 1.7%, UTI89 phage lysis 0.5%, TNAP activators 1.1, Myeloid diff 2 inactive, Large T inhibition 10%, T cell modulator inactive, PhoP inhibition 6%, T cell modulator vesicle-bound % 19, NTR1 ag cell count 20 µM 55 and Myeloid diff 2 GFP+ MAC1+ % 0.9.
Screening O=C(c1ccc(F)cc1)N1CCN(C(=O)c2ccc([N+](=O)[O-])cc2)CC1 returned Rac1 GTP hydrolysis 3%, NTR1 ag -1.8, RSV antiviral HEp-2 -1.1%, UTI89 phage lysis -2.2%, TNAP activators 1.1, Myeloid diff 2 inactive, Large T inhibition 11%, T cell modulator inactive, PhoP inhibition -1%, T cell modulator vesicle-bound % 56, NTR1 ag cell count 20 µM 32 and Myeloid diff 2 GFP+ MAC1+ % 0.2.
`CCOC(=O)CC(=O)CSc1nc2c(C)c(C)ccc2cc1C` gave Rac1 GTP hydrolysis 6%, NTR1 ag 1.1, RSV antiviral HEp-2 9.6%, UTI89 phage lysis -0.7%, TNAP activators 1, Myeloid diff 2 inactive, Large T inhibition -3%, T cell modulator inactive, PhoP inhibition 12%, T cell modulator vesicle-bound % 20, NTR1 ag cell count 20 µM 100 and Myeloid diff 2 GFP+ MAC1+ % 0.8.
Screening O=C(COc1ccccc1Cl)NCCCNC(=O)c1ccco1 returned Rac1 GTP hydrolysis 4%, NTR1 ag -0.2, RSV antiviral HEp-2 -0.1%, UTI89 phage lysis 0.2%, Myeloid diff 2 inactive, Large T inhibition -4%, T cell modulator inactive, PhoP inhibition 0%, T cell modulator vesicle-bound % 23, NTR1 ag cell count 20 µM 43 and Myeloid diff 2 GFP+ MAC1+ % 1.1.
`Cc1ccc(CNC(=O)CCCn2c(=O)c3ccccc3n(CC(=O)NC3CCCC3)c2=O)cc1` gave Rac1 GTP hydrolysis 13%, NTR1 ag -0.6, RSV antiviral HEp-2 0.5%, UTI89 phage lysis 0.2%, TNAP activators 1, Myeloid diff 2 inactive, Large T inhibition 12%, T cell modulator inactive, PhoP inhibition 1%, T cell modulator vesicle-bound % 2, NTR1 ag cell count 20 µM 49 and Myeloid diff 2 GFP+ MAC1+ % 0.7.
For O=C(CCC(=O)OCC(=O)c1ccc(Br)cc1)Nc1ccc(Br)c2cccnc12 the results were Rac1 GTP hydrolysis 4%, NTR1 ag 4.2, RSV antiviral HEp-2 3.2%, UTI89 phage lysis 0.1%, TNAP activators 1, Myeloid diff 2 inactive, Large T inhibition -3%, T cell modulator inactive, PhoP inhibition 10%, T cell modulator vesicle-bound % 52, NTR1 ag cell count 20 µM 84 and Myeloid diff 2 GFP+ MAC1+ % 0.7.
`CN(C)/C=C1\N=C(c2ccc(Cl)cc2Cl)OC1=O` gave Rac1 GTP hydrolysis -2%, NTR1 ag 0.0, UTI89 phage lysis -0.9%, TNAP activators 1.1, Myeloid diff 2 inactive, Large T inhibition 12%, T cell modulator inactive, PhoP inhibition 2%, T cell modulator vesicle-bound % 22, NTR1 ag cell count 20 µM 92 and Myeloid diff 2 GFP+ MAC1+ % 5.3.
COc1ccc(S(=O)(=O)N2CCCC(C(=O)NCC3CCCO3)C2)cc1C (centres undefined) was read as Rac1 GTP hydrolysis 11%, NTR1 ag -1.0, RSV antiviral HEp-2 0.4%, UTI89 phage lysis -0.1%, Myeloid diff 2 inactive, Large T inhibition 15%, T cell modulator inactive, PhoP inhibition 15%, T cell modulator vesicle-bound % 12, NTR1 ag cell count 20 µM 39 and Myeloid diff 2 GFP+ MAC1+ % 0.9.
For O=C1CC(NS(=O)(=O)c2cccnc2)CN1c1ccc(F)cc1 (centres undefined) the results were Rac1 GTP hydrolysis 1%, NTR1 ag -0.5, RSV antiviral HEp-2 1.0%, UTI89 phage lysis 0.7%[50 µM], Myeloid diff 2 inactive, Large T inhibition 16%, T cell modulator inactive, PhoP inhibition 11%, T cell modulator vesicle-bound % 37, NTR1 ag cell count 20 µM 60 and Myeloid diff 2 GFP+ MAC1+ % 0.3.
For COc1ccc(NC(=O)Nc2cnccn2)cc1 the results were Rac1 GTP hydrolysis 2%, NTR1 ag -0.2, RSV antiviral HEp-2 0.8%, UTI89 phage lysis 0.1%, Myeloid diff 2 inactive, Large T inhibition 6%, T cell modulator inactive, PhoP inhibition -1%, T cell modulator vesicle-bound % 29, NTR1 ag cell count 20 µM 71 and Myeloid diff 2 GFP+ MAC1+ % 0.6.
Screening O=C(c1ccccc1)c1ccc2cc(O)ccc2c1 returned Rac1 GTP hydrolysis 21%, NTR1 ag 4.7, RSV antiviral HEp-2 -0.1%, UTI89 phage lysis 0.2%, Myeloid diff 2 inactive, Large T inhibition 17%, T cell modulator inactive, PhoP inhibition -5%, T cell modulator vesicle-bound % 6, NTR1 ag cell count 20 µM 76 and Myeloid diff 2 GFP+ MAC1+ % 0.3.
For Cc1nc2ccccn2c1C(=O)NCc1cccnc1 the results were Rac1 GTP hydrolysis 4%, NTR1 ag -0.9, RSV antiviral HEp-2 1.0%, UTI89 phage lysis 3.5%, TNAP activators 1.1, Myeloid diff 2 inactive, Large T inhibition 8%, T cell modulator inactive, PhoP inhibition -2%, T cell modulator vesicle-bound % 21, NTR1 ag cell count 20 µM 43 and Myeloid diff 2 GFP+ MAC1+ % 0.9.
Screening CCc1cc2c(COC(=O)CCNS(=O)(=O)c3cccc(C(F)(F)F)c3)cc(=O)oc2cc1O returned Rac1 GTP hydrolysis 4%, NTR1 ag 9.9, RSV antiviral HEp-2 0.0%, UTI89 phage lysis -1.0%[50 µM], Myeloid diff 2 inactive, T cell modulator inactive, T cell modulator vesicle-bound % 34, NTR1 ag cell count 20 µM 61 and Myeloid diff 2 GFP+ MAC1+ % 0.6.
`CCOC(=O)c1[nH]c2ccc(OC)cc2c1NC(=S)N1CCN(c2ccc(F)cc2)CC1` gave Rac1 GTP hydrolysis 15%, NTR1 ag 0.9, RSV antiviral HEp-2 1.7%, UTI89 phage lysis 7.7%, TNAP activators 1.1, Myeloid diff 2 inactive, Large T inhibition 22%, T cell modulator inactive, PhoP inhibition 1%, T cell modulator vesicle-bound % 16, NTR1 ag cell count 20 µM 55 and Myeloid diff 2 GFP+ MAC1+ % 0.3.
Cc1ccccc1-c1nc(-c2ccc(NC(=O)c3ccc(Br)o3)cc2)no1 was read as Rac1 GTP hydrolysis 4%, NTR1 ag 2.6, RSV antiviral HEp-2 5.5%, UTI89 phage lysis 1.7%, TNAP activators 1, Myeloid diff 2 inactive, Large T inhibition -7%, T cell modulator inactive, PhoP inhibition 1%, T cell modulator vesicle-bound % 34, NTR1 ag cell count 20 µM 70 and Myeloid diff 2 GFP+ MAC1+ % 6.6.
Cc1nnc(OCc2nc3ccccc3n2C)c2ccccc12 was read as Rac1 GTP hydrolysis -9%, NTR1 ag 0.5, RSV antiviral HEp-2 6.8%, UTI89 phage lysis 5.3%[50 µM], TNAP activators 1.1, Myeloid diff 2 inactive, Large T inhibition 1%, T cell modulator inactive, PhoP inhibition 2%, T cell modulator vesicle-bound % 44, NTR1 ag cell count 20 µM 53 and Myeloid diff 2 GFP+ MAC1+ % 0.3.
Screening CCNS(=O)(=O)c1ccc(OC)c(C(=O)NC2CCCCC2)c1 returned Rac1 GTP hydrolysis 11%, NTR1 ag -1.0, RSV antiviral HEp-2 0.3%, UTI89 phage lysis 1.1%, TNAP activators 1, Myeloid diff 2 inactive, Large T inhibition 3%, T cell modulator inactive, PhoP inhibition -9%, T cell modulator vesicle-bound % 55, NTR1 ag cell count 20 µM 41 and Myeloid diff 2 GFP+ MAC1+ % 0.4.
COc1ccc(C(c2nnnn2CS(=O)(=O)c2ccc(C)cc2)N2CCN(c3ncccn3)CC2)cc1 (centres undefined) was read as Rac1 GTP hydrolysis 4%, NTR1 ag 0.8, RSV antiviral HEp-2 11%, UTI89 phage lysis 0.3%, TNAP activators 1.1, Myeloid diff 2 inactive, Large T inhibition 5%, T cell modulator inactive, PhoP inhibition 1%, T cell modulator vesicle-bound % 24, NTR1 ag cell count 20 µM 84 and Myeloid diff 2 GFP+ MAC1+ % 0.6.

Bioassay records: PubChem BioAssay, several laboratories
